# Assay outcomes from PubChem BioAssay.
# HT1080 viability = cytotoxicity in HT1080 fibrosarcoma cells, cell-based, fluorescence readout (AID 620). hit rate 0.42% among 87,000. HT1080 viability, fluorescence; higher % means a stronger effect. cytotoxicity, % at 10 µM, or EC50 in µM where a hit was titrated;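 note: cells exposed to compound overnight then 4 h with Alamar Blue; 0% = vehicle DMSO and 100% = killing control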
# Bfl-1 displacement = Bfl-1 inhibitors, primary screen, biochemical, fluorescence polarization, FITC-Bid, mouse (AID 432); Bcl-2-related protein A1 (Mus musculus); FITC-Bid BH3 peptide fluorescence polarization displacement; higher % means a stronger effect; displacement, % at 20 µM, or IC50 in µM where a hit was titrated; hit rate 0.02% among 64,000; in the data active = a potency from the dose series; inactive = the rest, 99 in 100 with displacement below about 15%; note: strong numbers were not always called active
# HPDE-C7K KRASV12 = cytotoxicity in KRAS-transformed pancreatic duct cells, primary screen, cell-based, fluorescence, HTS (AID 431) | cytotoxicity, % at 10 µM; hits with a dose series show EC50 in µM | hit rate 1.7% among 63,000 | HPDE-C7K KRASV12 cells, Alamar Blue viability, 48 h; higher % means a stronger effect;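 active = compounds whose percent cytotoxicity in the single-dose primary screen, scaled between solvent and toxic-drug controls, exceeds 50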;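 note: 0% = DMSO solvent wells and 100% = doxorubicin-treated wells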
# LYP phosphatase = LYP phosphatase inhibitors, primary screen, biochemical, DiFMUP fluorescence, recombinant catalytic domain, 10 µM (AID 606); Tyrosine-protein phosphatase non-receptor type 22 (Homo sapiens); recombinant LYP catalytic domain, DiFMUP fluorescence; higher % means a stronger effect; inhibition, % at 10 µM; hits with a dose series show IC50 in µM; 52,000 tested, under 10 active;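 active = IC50 under 40 µM in the dose-response test; inactive = IC50 of 40 µM or more, or never dose-tested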
# DPM-DC inhibit = S. pneumoniae DPM-DC inhibitors, primary screen, biochemical, PK/LDH-coupled NADH fluorescence. hit rate 0.49% among 65,000. AID 556, 2006. calls only at 10 µM. diphosphomevalonate decarboxylase (Streptococcus pneumoniae D39). purified DPM-DC;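 active = the 320 compounds with the highest percent inhibition in the single-dose primary screen, excluding strongly autofluorescent ones, cut at about 32% in these data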;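 note: kinetic rate of NADH fluorescence loss reporting ADP formed by the decarboxylase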
# HPDE-C7 viability = cytotoxicity in HPDE-C7 cells, cell-based, fluorescence, HTS (AID 430). HPDE-C7 pancreatic duct cells viability, fluorescence; higher % means a stronger effect. one-dose cytotoxicity, % at 10 µM; EC50 in µM for titrated hits. hit rate 1.8% among 63,000;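 note: cells exposed to compound for 48 hours before viability readout; 0% = vehicle and 100% = reference cytotoxic drug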
# Spn PMK inh = S. pneumoniae PMK inhibitors, primary screen, biochemical, mevalonate pathway, pilot trial included. AID 539, 2006. phosphomevalonate kinase (Streptococcus pneumoniae D39). hit rate 0.49% among 65,000. purified PMK, PK/LDH-coupled NADH absorbance 340 nm. inhibition, % at 10 µM;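 active = top-ranked compounds by inhibition in the single 10 µM screen, taking a fixed number of the strongest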;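 note: 0% = full reaction with DMSO carrier and 100% = background rate without enzyme reaction; no value below 0 was filed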
# TNAP inhibition = human TNAP enzyme inhibitors, biochemical, luminescent (AID 518) | purified TNAP enzyme, luminescent substrate readout; higher % means a stronger effect | one-dose inhibition, % at 20 µM; IC50 in µM for titrated hits | hit rate 0.09% among 64,000; in the data active = a potency from the dose series; inactive = the rest, 99 in 100 with inhibition below about 22%;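 note: plate controls were vehicle for no effect and reference inhibitor for full effect; many of its hits are not listed in these tables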
# Spn MK inh = S. pneumoniae MK inhibitors, primary screen, biochemical, PK/LDH-coupled NADH absorbance; mevalonate kinase [Streptococcus pneumoniae D39]; purified MK, PK/LDH-coupled NADH absorbance 340 nm; inhibition, % at 10 µM; hit rate 0.48% among 65,000; AID 555, 2006;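 active = ranked among the strongest by inhibition in the single 10 µM screen, a fixed top-ranked set picked for dose follow-up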; note: no value below 0 was filed
# Spn PMK inh pilot replicates = also measured in Spn PMK inh; calls as there; inhibition, %; measured here: pilot screen replicates
# Spn MK inh pilot replicates = recorded beside Spn MK inh, whose call it bears; inhibition, %; measured here: pilot screen replicates
# DPM-DC inhibit pilot screen % = further read-out of DPM-DC inhibit, marked with its call; inhibition, %; measured here: pilot screen trials
# Active calls of the source: *; i = inactive; / = no result given. Cut-off read from the data, not from the text of the source, unless noted: active = cytotoxicity above about 50%; inactive = the rest. Compounds as they come. Share with any hit: about 3.5%.
SMILES,HT1080 viability,Bfl-1 displacement,HPDE-C7K KRASV12,LYP phosphatase,DPM-DC inhibit,HPDE-C7 viability,Spn PMK inh,TNAP inhibition,Spn MK inh,others
COc1ccc(-n2c(Cn3c(=O)sc4ccccc43)nnc2SCC(=O)N2CCOCC2)cc1,-1%,-4%,2%,7%,i,2%,4,1%,5,
COc1ccc(OCCC(=O)NC2=NCCS2)cc1,5%,0%,6%,20%,i,-3%,7,13%,18,
CC(=O)c1ccc(OCC(O)COc2ccc(C(C)=O)cc2)cc1,7%,-9%,/,11%,i,/,9,7%,12,
COc1cc(C2CC(=O)c3cnc(N4CCN(Cc5ccccc5)CC4)nc3C2)cc(OC)c1OC (stereo not given),52%*,31%,50%*,/,i,46%,3,7%,5,
CCn1c(=O)c(C(=O)Nn2c(C)nc3ccccc3c2=O)c(O)c2ccccc21,-3%,0%,18%,3%,i,22%,5,10%,8,
COc1ccc(CC(=O)Nc2c3c(nn2C(C)(C)C)CS(=O)C3)cc1 (stereo not given),4%,-14%,-16%,1%,i,-24%,4,-3%,5,
COc1cc(OC)cc(C(=O)Nc2ccc(S(=O)(=O)N(C)C)cc2)c1,4%,/,/,6%,i,/,4,/,5,
O=C(NC1CCCCC1)C(c1ccco1)N(C(=O)c1csnn1)C1CCCC1 (stereo not given),21%,1%,-6%,17%,i,4%,11,11%,0,
CC(C)COC(=O)C(C#N)c1nc2ccccc2nc1N1CCN(Cc2ccccc2)CC1 (stereo not given),5%,-22%,-4%,-14%,i,-14%,6,19%,9,Spn PMK inh pilot replicates=2.0;Spn MK inh pilot replicates=0.5;DPM-DC inhibit pilot screen %=5.5
COc1ccc(C2C(C#N)=C(N)Oc3cc4c(cc32)OCO4)cc1 (stereo not given),2%,-3%,26%,9%,i,37%,0,15%,25,Spn PMK inh pilot replicates=5.0;Spn MK inh pilot replicates=2.0;DPM-DC inhibit pilot screen %=1.0
Cn1c(/N=C/c2c[nH]c3ccccc23)nc2ccccc21,-14%,1%,1%,/,i,-13%,0,23%,14,
N#CCCN1CCN(C(=S)c2ccc(-c3ccc(Cl)c(Cl)c3)o2)CC1,-11%,-1%,22%,-3%,i,28%,7,20%,0,
O=C(NC1CCCCC1)N1CCN(CCc2ccccc2)CC1,0%,2%,16%,19%,i,11%,0,6%,3,
COc1ccc(OC)c(-n2nnnc2SCC(=O)Nc2nc(C)c(C)s2)c1,-9%,-4%,-2%,/,i,-7%,10,2%,8,
CCCCCc1c(C)nc(N2CCc3ccccc3C2)[nH]c1=O,1%,-4%,/,8%,i,/,0,4%,10,
Cc1cccc(N2CSC3=C(C#N)C(c4ccc(C)o4)CC(=O)N3C2)c1 (stereo not given),-12%,/,/,-4%,i,/,12,/,13,
CN(C(=O)COC(=O)COc1ccccc1F)C1CCS(=O)(=O)C1 (stereo not given),3%,-2%,-17%,1%,i,-5%,19,7%,0,
COc1nc(OC)nc(N2CCC(C(=O)NCc3ccco3)CC2)n1,0%,-4%,-6%,/,i,-11%,14,14%,7,
Cc1ccc(-c2nc3cc(NC(=O)C(C)C)ccc3o2)cc1,/,-10%,18%,0%,/,20%,1,12%,5,Spn PMK inh pilot replicates=3.0;Spn MK inh pilot replicates=0.0
O=S(=O)(NCc1cccnc1)c1cccc2cccnc12,-2%,-1%,-11%,-6%,i,1%,2,8%,2,
CC(=O)Nc1cccc(N(C)S(C)(=O)=O)c1,7%,-13%,-8%,0%,i,-9%,4,1%,7,
Nc1nc(SCC(=O)NCCCO)nc2sc3c(c12)CCC3,-3%,2%,-6%,12%,i,-5%,9,4%,9,
CCCCCn1c(-c2ccco2)nc2nc3ccccc3nc21,13%,-4%,-22%,13%,/,-20%,0,24%,0,
CC(Cc1cccs1)NC(=O)Nc1ccccc1 (stereo not given),-3%,-1%,-5%,-6%,i,-8%,6,2%,23,
CCOC(=O)c1c(C)c(C(=O)O)n(C)c1C,-2%,3%,/,/,i,/,12,11%,6,
Cc1cc(=O)n(C)c(=O)n1CC(=O)N1CCCCCC1,-4%,0%,2%,8%,i,-3%,0,3%,8,
COC(=O)c1ccccc1S(=O)(=O)N(Cc1cc2cc3c(cc2[nH]c1=O)OCO3)C1CCCCC1,-2%,0%,-2%,7%,i,-2%,12,6%,12,Spn PMK inh pilot replicates=0.0;Spn MK inh pilot replicates=2.0;DPM-DC inhibit pilot screen %=11
CCOC(=O)c1cccc(NC(=O)CSc2nnnn2CC)c1,-4%,-1%,24%,12%,i,11%,12,12%,0,
c1ccc(N=P(N2CCOCC2)(N2CCOCC2)N2CCOCC2)cc1,-3%,7%,-11%,12%,i,-7%,9,-7%,5,
O=C(CN1C(=O)C2CCCCN2C(=O)c2ccccc21)N1CCCc2ccccc21 (stereo not given),2%,-6%,-7%,10%,i,0%,8,7%,0,
Cc1cccc(NC(=O)c2cc3c(n(-c4ccccc4)c2=O)CCCC3=O)n1,8%,-12%,20%,13%,i,9%,7,8%,8,
C#CCn1cnc2c(cnn2-c2ccc(C)c(C)c2)c1=O,/,-6%,-8%,/,i,-10%,12,9%,2,
Nc1nc(-c2ccc3c(c2)OCCO3)cs1,-14%,-10%,0%,4%,i,-1%,13,18%,11,
O=C(Nc1ccccc1)N1CCn2c(nc3ccccc32)C1,15%,3%,3%,3%,i,-9%,8,10%,0,
COc1ccc(CCNc2oc(-c3ccc(OC)c(OC)c3)nc2C#N)cc1,-2%,0%,-1%,-4%,/,5%,0,6%,8,
CCN(CC)S(=O)(=O)c1cccc(-c2nnc(C(=O)c3ccc(C(F)(F)F)cc3)o2)c1,2%,-1%,1%,2%,i,2%,16,12%,8,
COc1ccccc1NC(=O)Cn1cnc2c1c(=O)n(C)c(=O)n2C,1%,5%,4%,-21%,i,2%,0,10%,5,
C=CCn1c(SCC(=O)c2cc(C)n(CC3CCCO3)c2C)nnc1-c1ccccc1 (stereo not given),5%,2%,1%,/,i,2%,17,-1%,1,
O=c1[nH]c(-c2cccs2)nc2ccccc12,-3%,-4%,0%,4%,i,10%,13,12%,0,
CCOC(=O)c1cnn2c(C)cc(-c3ccc(F)cc3)nc12,5%,-8%,-19%,0%,/,-8%,5,7%,0,
Cn1c(CN2CCCCC2)nc2cc(NC(=O)c3cccs3)ccc21,-1%,0%,-10%,13%,i,-18%,0,-2%,0,
Cc1noc(C)c1C(=O)OCC(=O)NCCC1=CCCCC1,-8%,4%,-1%,/,i,-2%,15,8%,0,
Cc1nc(SCc2ccccc2C)n[nH]1,-2%,2%,-14%,-2%,i,-9%,0,14%,0,
COc1ccc(Cl)cc1S(=O)(=O)n1nnc2ccccc21,-4%,5%,4%,3%,i,3%,12,16%,10,
Cc1nc2c(C(=O)NCc3ccco3)cnn2c(C)c1Cc1ccc(F)cc1Cl,-3%,-6%,5%,10%,i,6%,7,15%,0,
Cc1ccccc1CN(c1ccc(C(N)=O)cc1)S(C)(=O)=O,-3%,8%,-33%,/,i,-1%,0,11%,0,
Cc1nc(-c2cccc(S(=O)(=O)N3CCOCC3)c2)cs1,-7%,-10%,6%,7%,i,-2%,7,0%,11,
CCCCSC1=C(C#N)C(c2ccccc2C)CC(=O)N1 (stereo not given),/,-11%,3%,11%,i,12%,5,11%,1,

# As a short view, 3 of the compounds above.
SMILES,HT1080 viability,Bfl-1 displacement,HPDE-C7K KRASV12,LYP phosphatase,DPM-DC inhibit,HPDE-C7 viability,Spn PMK inh,TNAP inhibition,Spn MK inh,others
Cc1ccccc1CN(c1ccc(C(N)=O)cc1)S(C)(=O)=O,-3%,8%,-33%,/,i,-1%,0,11%,0,
Cc1nc(-c2cccc(S(=O)(=O)N3CCOCC3)c2)cs1,-7%,-10%,6%,7%,i,-2%,7,0%,11,
CCCCSC1=C(C#N)C(c2ccccc2C)CC(=O)N1 (stereo not given),/,-11%,3%,11%,i,12%,5,11%,1,

# (next part)
SMILES,HT1080 viability,Bfl-1 displacement,HPDE-C7K KRASV12,LYP phosphatase,DPM-DC inhibit,HPDE-C7 viability,Spn PMK inh,TNAP inhibition,Spn MK inh,others
Cc1c(Cc2ccccc2)sc(N)c1C(N)=O,4%,-2%,8%,0%,i,-12%,0,18%,0,Spn PMK inh pilot replicates=4.0;Spn MK inh pilot replicates=0.5;DPM-DC inhibit pilot screen %=1.5
C=CC(O)(C#CCN(CC)CC)c1ccccc1 (stereo not given),-2%,-6%,4%,3%,i,-2%,0,20%,7,Spn PMK inh pilot replicates=2.5;Spn MK inh pilot replicates=2.0;DPM-DC inhibit pilot screen %=2.5
Cc1cc(N2CCOCC2)nc2cc(O)ccc12,2%,-5%,-9%,-4%,/,6%,3,10%,5,
Cc1c(Cl)cccc1NC(=O)Cn1cccc1,-2%,-3%,-2%,0%,i,3%,10,-3%,11,
C=CCn1c(-c2ccc(N)cc2)nc2ccccc21,11%,1%,4%,-7%,/,-5%,0,10%,2,
CCCc1cc(C(=O)NCc2ccccc2)no1,0%,2%,-8%,3%,i,-6%,0,3%,9,
Cn1c(=S)n(/N=C/c2ccc3c(c2)OCO3)c2ccccc21,-9%,-6%,-19%,-4%,i,-24%,0,7%,0,
O=C1Nc2cc(C(=O)N3CCOCC3)ccc2SC1N1CCOCC1 (stereo not given),12%,-4%,-5%,1%,i,-2%,10,1%,0,
Cc1cccc(-n2ncc3c(N(C)C4CCCCC4)ncnc32)c1,/,-2%,-4%,-2%,i,-7%,12,10%,0,
Cc1cc(C)c(S(=O)(=O)NCCCN2CCOCC2)cc1Br,1%,8%,14%,7%,i,12%,0,8%,0,
O=C(CSc1nnc(Nc2ccccc2F)s1)NCc1ccco1,-2%,-2%,2%,/,i,-9%,0,10%,6,
Cc1cc(C(=O)N2CC(C)CC(C)C2)n(-c2ccccc2)n1 (stereo not given),38%,0%,-6%,4%,i,-7%,0,-3%,9,
CCc1ccc(CCC(=O)Nc2sc3c(c2C#N)CCCC3)o1,/,2%,74%*,-1%,i,72%*,4,12%,10,
O=C(c1cc2c(s1)CCCC2)n1cccn1,-2%,5%,1%,-6%,i,-3%,5,-2%,9,
CCOC(=O)c1c(C)[nH]c(C(=O)CN2C(=O)NC(C)(c3ccc(C)cc3)C2=O)c1C (stereo not given),9%,-5%,29%,18%,i,21%,7,8%,6,
CCOC(=O)C1=C(CNCc2ccc(C)cc2)NC(=O)NC1c1ccc(OC)cc1 (stereo not given),-2%,-3%,7%,10%,i,9%,5,6%,9,
CC(C)N=C(NC#N)SCC(=O)NC(C)(C)C,-16%,-5%,10%,10%,i,0%,10,-1%,13,
COc1cccc(C(=O)N2CCN(Cc3ccccc3C(F)(F)F)CC2)c1,-9%,-4%,-10%,3%,i,9%,0,4%,/,
O=C(O)CNS(=O)(=O)c1cc(Cl)c(Cl)cc1Cl,0%,7%,-7%,9%,i,4%,2,4%,5,
